NCI-60 one-dose screen, 48 h, at 10 µM unless noted. Numbers give growth in % (100 = growth as untreated, 0 = no growth, -100 = all killed).
SN12C – SN12C renal cancer cells | 81,000 tested, 3.8% active | AID 1794767
NCI/ADR-RES – NCI/ADR-RES ovarian cells | 81,000 tested, 4.4% active | AID 1794790
NCI-H23 – NCI-H23 lung cancer; 80,000 tested, 4% active; AID 1794731
OVCAR-4 – OVCAR-4 ovarian cancer cells; 80,000 tested, 3.7% active; AID 1794784
OVCAR-3 – OVCAR-3 ovarian cancer; 79,000 tested, 7% active; AID 1794787
SK-OV-3 – SK-OV-3 ovarian cancer cells; AID 1794785; 80,000 tested, 3.2% active
OVCAR-5 – OVCAR-5 ovarian cancer; 82,000 tested, 2.9% active; AID 1794783
NCI-H226 – NCI-H226 lung cancer. 79,000 tested, 3.5% active. AID 1794732
IGROV1 – IGROV1 ovarian cancer. 79,000 tested, 4.7% active. AID 1794786
Numbers without * were called inactive; / = no result given. How the source made its calls: active means growth percent below 10; inactive means the rest. Rows are unselected. Share with any hit: about 9.4%.

SMILES	SN12C	NCI/ADR-RES	NCI-H23	OVCAR-4	OVCAR-3	SK-OV-3	OVCAR-5	NCI-H226	IGROV1
COc1cccc(/C=C2\Oc3cc(O)ccc3C2=O)c1	102	99	99	94	110	/	105	/	97
COc1ccc(/C=C(\C#N)n2nc3ccc(C(=O)Nc4ccc(SC)cc4)cc3n2)cc1	90	75	75	57	104	54	91	42	93
CN(C)C(=O)c1cc2cnc(Nc3ccc(-c4csc5c(=S)cc(N6CCOCC6)oc45)cc3)nc2n1C1CCCC1	7.9*	14	7.5*	18	14	16	17	16	8.9*
O=C(NC1CC(=O)N(Cc2cccc(C(F)(F)F)c2)C1)c1cc(C(F)(F)F)ccc1O (stereo not given)	94	101	100	99	110	110	95	91	99
CC1=C(C(=O)Nc2ccccc2)C(c2ccc3c(c2)OCCO3)NC(=O)N1 (stereo not given)	100	101	101	106	106	101	102	102	104
COc1cc(/C=C/C(=O)/C=C/c2cc(OC)c3c(c2)OCO3)cc2c1OCO2	85	91	81	104	35	87	107	79	90
CN(C)N=Nc1cc(C#N)cc(C#N)c1	97	108	110	91	115	101	101	101	113
O=C1N2C(=NC1(c1cccnc1)c1ccccn1)Nc1nc3ccccc3n1C2c1ccccn1 (stereo not given)	98	96	101	94	104	117	94	93	104
COc1ccc([C@H]2[C@H](C(=O)Nc3ncccn3)c3ccccc3C(=O)N2c2ccccc2)cc1	103	95	88	101	101	97	122	90	93
NC1=NC(c2ccccc2Cl)c2c(n[nH]c2N)N1 (stereo not given)	44	68	60	/	66	86	71	85	46
Cc1[nH]n(C(=S)Nc2nc3cc(Cl)c(F)cc3s2)c(=O)c1N=Nc1ccc(S(N)(=O)=O)cc1	102	107	92	98	99	96	100	99	84
COc1cc(/C=C2/C(=O)Nc3ccc(Cl)cc32)ccc1OCc1ccc(F)cc1	91	84	80	25	/	97	97	83	62
Cc1ccc(Nc2nc(N)nc(N)c2N)cc1C	98	102	96	101	131	105	102	98	99
O=C1NC(=O)C(CCc2ccccc2)(c2ccccc2)N1 (stereo not given)	96	112	111	111	107	103	100	103	100
O=S(=O)(Nc1nc(-c2nc(-c3ccccc3)no2)cs1)c1cc(Cl)cc(Cl)c1	97	96	95	100	96	89	96	91	92
Clc1ccc(OCc2nnc(-c3ccccc3)o2)c(Cl)c1	101	106	99	117	108	94	112	101	112
Cc1ccc(C(C)C)c(OCCOCCCl)c1	101	104	104	97	106	100	94	96	101
CC1(C)CC(=O)C(Cc2cn(Cc3ccccn3)nn2)(Cc2cn(Cc3ccccn3)nn2)C(=O)C1	100	102	99	106	109	104	118	100	106
Cc1nc(Br)c(Br)c(C)c1Br	103	112	105	112	111	106	97	89	97
O=C(Nc1ccccc1)OC(CCl)C(Cl)CCl (stereo not given)	102	103	97	114	112	106	105	94	108

Single records, from the list above. Order of values: SN12C, NCI/ADR-RES, NCI-H23, OVCAR-4, OVCAR-3, SK-OV-3, OVCAR-5, NCI-H226, IGROV1
Listed for `Cc1[nH]n(C(=S)Nc2nc3cc(Cl)c(F)cc3s2)c(=O)c1N=Nc1ccc(S(N)(=O)=O)cc1` → 102, 107, 92, 98, 99, 96, 100, 99, 84
Listed for `CC1(C)CC(=O)C(Cc2cn(Cc3ccccn3)nn2)(Cc2cn(Cc3ccccn3)nn2)C(=O)C1` → 100, 102, 99, 106, 109, 104, 118, 100, 106
Listed for `COc1cc(/C=C/C(=O)/C=C/c2cc(OC)c3c(c2)OCO3)cc2c1OCO2` → 85, 91, 81, 104, 35, 87, 107, 79, 90
Listed for `Cc1nc(Br)c(Br)c(C)c1Br` → 103, 112, 105, 112, 111, 106, 97, 89, 97

Looked up above.
NCI-H23 result of NC1=NC(c2ccccc2Cl)c2c(n[nH]c2N)N1 (stereo not given) = 60
SK-OV-3 result of COc1ccc(/C=C(\C#N)n2nc3ccc(C(=O)Nc4ccc(SC)cc4)cc3n2)cc1 = 54
NCI-H226 result of CN(C)N=Nc1cc(C#N)cc(C#N)c1 = 101
NCI/ADR-RES result of O=C1N2C(=NC1(c1cccnc1)c1ccccn1)Nc1nc3ccccc3n1C2c1ccccn1 (stereo not given) = 96
SN12C result of Cc1ccc(C(C)C)c(OCCOCCCl)c1 = 101
NCI-H226 result of COc1cc(/C=C/C(=O)/C=C/c2cc(OC)c3c(c2)OCO3)cc2c1OCO2 = 79

(more compounds)
SMILES	SN12C	NCI/ADR-RES	NCI-H23	OVCAR-4	OVCAR-3	SK-OV-3	OVCAR-5	NCI-H226	IGROV1
COc1ccc(/C(C)=N/NS(=O)(=O)c2ccc(C)cc2)cc1OC	109	101	105	107	110	87	109	106	114
O=C1C=Cc2ccccc2C1=C1SCCS1	105	105	97	89	102	90	120	101	86
CCOC(=O)c1c2c(cn1Cc1cccc(OC)c1OC)-c1oncc1CC2	101	111	107	109	111	107	98	89	106
Cn1cc(-c2nn3c(C=O)c(-c4ccc(F)cc4)nc3s2)c2ccccc21	100	106	89	98	107	96	98	83	83
Cc1cc(=O)oc2cc(OCCCOc3ccc(/C=C/C(=O)Nc4ccccc4)cc3)ccc12	73	53	78	53	/	76	103	61	77
O=C(O)COc1cccc(O)c1	108	105	101	105	112	/	107	95	103
O=C(O)/C=C\C(=O)NNc1ccc(Cl)cc1Cl	101	106	97	102	105	57	107	92	106
Nc1nc(=O)n([C@H]2CC=C(CO)O2)cc1F	97	104	99	107	104	101	89	100	95
CC(=O)c1nc2ccccc2n1CC(=O)c1cccc(Cl)c1	32	14	37	23	-31*	17	48	105	/
COc1ccccc1CCO	105	119	114	95	121	114	98	98	109
O=C(CNc1ccccc1)Nc1ccc(-c2nc3ccccc3s2)cc1	91	98	88	85	95	124	111	94	84
CN(C)c1ccc(Nc2cc(-c3cccc(OC(F)(F)F)c3)nc3ccc(N4CCCC4)cc23)cc1	40	-30*	27	-74*	-50*	99	100	103	-18*
O=C(O)c1ccc(-n2cc(CNc3cccc(F)c3)c(-c3ccccc3)n2)cc1	101	98	94	97	105	98	115	109	106
Cn1nc(C(F)(F)F)cc1-c1cnc(C#N)nc1NC1CCCCCC1	97	99	91	93	108	100	97	85	99
COc1cc(Cn2cc(C#N)c(N)c2C(=O)c2ccc(Br)cc2)cc(OC)c1OC	99	96	98	101	123	105	110	92	101
COc1ccc2c(c1)Cc1c-2cc(Br)c(N)c1Br	90	88	87	62	105	68	99	57	77
Nc1nc(-c2ccc(Cl)cc2)nn1-c1nc2ccccc2s1	76	72	62	76	51	/	92	/	85
Cc1ccccc1C(=O)Nc1ccc(Cl)cc1Cl	101	102	92	93	103	89	95	104	96
N/C=N/O	106	105	110	111	115	109	106	106	/
O=S(=O)(O)C(C(I)I)S(=O)(=O)O	110	113	95	107	105	106	114	99	114

Of the compounds above, 3 contain bromine.
SMILES	SN12C	NCI/ADR-RES	NCI-H23	OVCAR-4	OVCAR-3	SK-OV-3	OVCAR-5	NCI-H226	IGROV1
Cc1nc(Br)c(Br)c(C)c1Br	103	112	105	112	111	106	97	89	97
COc1cc(Cn2cc(C#N)c(N)c2C(=O)c2ccc(Br)cc2)cc(OC)c1OC	99	96	98	101	123	105	110	92	101
COc1ccc2c(c1)Cc1c-2cc(Br)c(N)c1Br	90	88	87	62	105	68	99	57	77

Remaining list, next part
SMILES	SN12C	NCI/ADR-RES	NCI-H23	OVCAR-4	OVCAR-3	SK-OV-3	OVCAR-5	NCI-H226	IGROV1
CCN(CC)CC(O)C=O (stereo not given)	101	111	110	98	111	115	104	/	122
C=CCN(CC=C)C(=O)OC(C)C	103	106	112	117	117	111	119	102	130
COc1cccc(-c2nn(-c3ccccc3)cc2-c2ccnc(N3CCN(C(=O)Nc4ccc(F)cc4)CC3)c2)c1	67	33	/	51	/	107	98	67	79
[N-]=[N+]=NCCCC[C@@H]1N=C(c2ccc(Br)cc2)Nc2nc3ccccn3c2C1=O	93	91	92	96	110	/	106	90	81
O=c1/c(=C/c2ccccn2)sc2nc3ccccc3n12	99	102	/	102	97	101	102	93	82
CCCCN=C(N)N	128	104	103	120	116	104	116	117	117
CC1CCCN(CCCCOc2ccc(-c3ccc(C#N)cc3)cc2)C1 (stereo not given)	89	90	83	94	99	95	97	93	107
CC/C(=C/c1ccccc1O)c1ccc2ccccc2[o+]1	92	99	93	101	105	100	93	84	77
COc1ccc(C(=O)/C=C/c2ccc(OCc3ccc(Cl)cc3)cc2)cc1OC	107	92	84	86	104	120	103	87	105
O=c1c2sc3ncc(Br)cc3c2nnn1-c1cccc(Cl)c1	94	98	93	91	110	78	102	97	110
O=C(O)c1cccc(N2C(=O)/C(=C/C3=Cc4ccccc4OC3)SC2=S)c1	98	104	98	94	113	101	97	98	109
N#Cc1c(NC(=O)c2ccco2)[n+]([O-])c2cc(F)c(F)cc2[n+]1[O-]	95	112	83	90	102	99	119	103	30
C=C(C)[C@@H]1CC[C@]2(C=O)CC[C@]3(C)[C@H](CC[C@@H]4[C@@]5(C)CCC(=O)NC(C)(C)[C@@H]5CC[C@]43C)[C@@H]12	98	100	100	95	103	96	101	108	110
CCO/N=C(/N)c1ncn(Cc2ccccc2)c1NCC(OCC)OCC	98	98	98	108	112	104	100	103	106
COc1ccc(C(C)(C)C)cc1C(=O)c1ccccc1	/	106	101	98	103	93	94	101	111
Cc1ccc2nc(-c3ccc(-c4nnc(SCC(=O)Nc5ccccc5)o4)cc3)[nH]c2c1	98	97	99	105	105	105	104	93	91
COC(=O)c1ccc(-n2cc(CCCOS(=O)(=O)c3ccc(I)cc3)nn2)cc1	99	103	97	97	105	99	103	96	97
Brc1ccc(COc2ccc(Nc3ncnc4onc(-c5ccccc5)c34)cc2)cc1	88	90	91	85	103	/	99	/	97
CCOC(=O)c1cc(C(=O)c2cc(OC)c(OC)c(OC)c2)n2nc(C)ccc12	60	21	39	52	13	24	65	80	40
CO[C@H](/C(C)=C/C=C/C=C(C)/C=C/C[C@H](O)CC(=O)/C=C/C=C(C)/C=C/[C@@H](C)NC(=O)[C@H](C)C/C=C/C[C@@H](O)Cc1ccc(O)cc1)[C@@H](C)C(=O)O	104	102	99	103	106	128	106	92	93
COc1ccc(Cn2cc(Cn3c(=O)c(-c4nc5ccccc5[nH]4)cc4ccccc43)nn2)c(OC)c1OC	19	-2.3*	4.7*	0.6*	-32*	/	19	/	27
CN(C)C1CCC(NC2=CC(=O)C=CC2=O)CC1 (stereo not given)	115	111	110	111	116	119	118	116	105
O=C1CSC(c2ccc(Cl)cc2)N1Cc1ccc2c(c1)OCO2 (stereo not given)	95	97	99	98	117	110	100	107	96
O=C(CO)c1ccc([N+](=O)[O-])cc1	112	108	115	107	116	108	105	97	/
N#C/C(=C\c1c(Cl)cccc1Cl)c1nc(-c2ccc(Cl)cc2)cs1	96	96	86	90	95	90	119	89	75
O=C(NCc1ccccc1)c1ccncc1	/	112	102	114	112	101	98	91	107
Cc1ccc(C(=O)c2ccc(CC(=O)NNC(=O)Nc3c(Cl)cccc3Cl)n2C)cc1	93	101	93	84	110	105	92	94	86
OC(COc1ccc2c(c1)OCO2)CN1CCN(Cc2ccccc2)CC1 (stereo not given)	105	97	102	103	103	96	115	/	96
CC1=C(C)C[C@]2(Cc3c(C)cccc3C2=O)S(=O)C1 (stereo not given in full)	74	101	84	67	41	99	95	95	86
Clc1ccc(-c2csc(NN=C(c3ccccc3)c3ccccc3)n2)cc1	103	103	98	95	103	96	104	92	98
COc1ccc(-c2cnc3sc4ccccc4n23)cc1	90	97	93	100	106	107	126	76	87
Cc1nn(-c2ccccc2)c2nc(C(F)(F)F)nc(Nc3ccc(NCc4c(-c5ccccc5)no[n+]4[O-])cc3)c12	78	83	97	71	105	97	94	86	78
COc1ccc2c(c1)c(-c1nc(N)nnc1-c1cncc(Br)c1)cn2C	97	89	100	102	123	106	96	91	97
O=C(O)c1ccc(O)c(CN2CCN(c3cc4c(cc3F)c(=O)c(C(=O)O)cn4C3CC3)CC2)c1	104	75	87	97	95	79	104	87	77
CCS/C(Nc1ccccc1)=C(\C#N)C(=O)Nc1ccc(C)cc1	94	98	94	101	98	101	101	95	99
NS(=O)(=O)c1ccc(CCn2c(SCC(=O)N/N=C/c3cccnc3)nc3ccccc3c2=O)cc1	110	105	93	95	85	115	108	83	104
CCCCCCCCC(=O)c1c(OC)oc(C=O)cc1=O	104	104	97	102	107	106	103	/	112
COc1cc(-c2nc(-c3ccc(-c4nc5ccccc5[nH]4)cc3)no2)cc(OC)c1OC	87	48	64	96	97	112	89	66	97
CC1SC(c2ccc(Br)cc2)N(NC(=O)C(O)(c2ccccc2)c2ccccc2)C1=O (stereo not given)	89	82	82	68	91	84	84	94	53
CCOC(=O)c1c[nH]c2c(Cl)c(C)ccc2c1=O	97	95	92	100	/	104	95	96	124
Cn1cnc2c(N(CCO)CCO)ncnc21	/	100	98	103	103	105	103	97	108
Nc1c(C(=O)Nc2ccccc2)sc2nc3c(cc12)CCCC3	40	20	38	50	-14*	25	62	53	31
Cc1ccc(NC(=O)/C=C\C(=O)O)c(C)c1	99	110	112	125	118	104	116	118	135
CCOC(=O)c1[nH]c(Cc2c(C)[nH]c(C)c2C(=O)OCC)c(C(=O)OCC)c1C	/	89	84	103	99	98	100	86	91
CCCCN1CSC(=S)N(CCCC)C1	93	101	95	78	95	91	95	109	101
COc1ccc(/C=C(/C(=O)N2CCCC2)c2cc(OC)c(OC)c(OC)c2)cc1	48	22	34	69	5.4*	22	63	69	50
CCOC(=O)C1(N)CCCCC1	93	99	97	121	112	100	95	99	85
Cc1ccccc1NC(=O)Cn1nncc1COc1ccc2ccccc2c1C=O	98	99	98	100	108	/	115	/	96
Oc1c(Cl)cc(Oc2cc(Cl)c(O)c(CN3CCOCC3)c2)cc1CN1CCOCC1	95	85	100	88	94	101	98	93	92
O=C(O)CSc1cc(Cl)ccc1Cl	96	104	98	104	117	96	104	91	105
CC(C(=O)c1c([O-])on[n+]1-c1ccccc1)n1ccnc1 (stereo not given)	92	96	85	97	95	89	100	98	83
O=C(c1ccccc1)c1nn(-c2ccccc2)c(=O)cc1-c1ccccc1	94	92	95	100	98	102	105	97	96

Screening data from PubChem.
